# Source: PubChem
# KLF5 inh – KLF5 expression inhibitors, primary screen, DLD-1 cells, luminescence; AID 1700, 2009; DLD-1 KLF5 promoter-luciferase reporter; inhibition, % at 5 µM; 0.23% of 290,000 active;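 active = inhibition above a per-plate limit of that plate's mean compound inhibition plus 3 SD, cut at about 60% in these data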;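 note: 0% = DMSO wells and 100% = LY294002 at 200 µM; higher means less KLF5 promoter-driven luciferase light; inactives centre near -14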
# IEC-6 cytotox – cytotoxicity in IEC-6 intestinal epithelial cells, primary screen, cytotoxicity control for KLF5 inhibitor project, cell-based, luminescence | IEC-6 cytotoxicity, luminescence viability | inhibition, % at 5 µM | 0.78% of 290,000 active; in the data active = inhibition above about 22%;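 note: 0% = plate median of test compound wells and 100% = cytotoxic reference compound wells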
# Platelet DG rel – inhibitors of platelet dense granule secretion, primary screen, cell-based, MLPCN, human platelets | human platelet-rich plasma, SFLLRN dense granule ATP release, luminescence | inhibition, %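 (compounds screened at 7.5 µM in platelet-rich plasma)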 | 0.22% of 300,000 active | AID 1663, 2009;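 active = mean replicate score, as percent of positive control, at or above 50; inconclusive = mean below 50 but at least one replicate at or above 50; inactive = mean and every replicate below 50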
# aSyn 5UTR inh – MLPCN primary screen, SNCA 5' untranslated region | alpha-synuclein 5'UTR reporter, inhibitor activity | inhibition, % (tested at 7.5 µM) | 0.82% of 300,000 active | AID 1813, 2009; in the data active = inhibition above about 60%; inconclusive = no clear call, values can overlap the other calls;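 note: H4 neuroglioblastoma cells stably carrying SNCA 5'UTR luciferase fusion; 0% = DMSO wells and 100% = positive control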
# AI-2 QS mod – Vibrio harveyi AI-2 quorum sensing modulators, primary screen, JMH597 strain, luminescence/OD600 ratio; Vibrio harveyi JMH597 AI-2 luminescence/OD600 ratio, 9 h; stronger effect = lower value; strain lacks LuxN and CqsS sensors; 0 = neutral-control median; activity change, % at 7.5 µM; 0.4% of 300,000 active; in the data active = activity change below about -75%, passing the limit was not always enough; inconclusive = no clear call, values can overlap the other calls;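 note: luminescence divided by OD600 gain over 9 h not by final OD600 alone; inactives centre near 13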
# HSF1 inh – HSF1 inhibitors in luciferase reporter cells, primary screen, cell-based, NIH3T3, luminescence; AID 2098, 2009; 0.77% of 300,000 active; NIH3T3-HGL HSE-luciferase, MG132-induced, luminescence 8 h; stronger effect = lower value; activity change, negative = inhibition, % at 7.5 µM (by protocol);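 active = more than half of replicate wells show activity change below -50%, luminescence cut by over half; inconclusive = some wells, but at most half, below -50%; inactive = no replicate well below -50%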;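 note: luciferase reports HSF-1 transcriptional activity via heat shock element; 0% = median of DMSO wells and -100% = zero luminescence signal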
# HSF-1 act – HSF-1 activators, primary screen, NIH3T3-HGL cells, MG132 stress, luminescence, single point; NIH3T3-HGL HSF-1 luciferase reporter, 8 h; 100% = twice DMSO control signal; activation, % at 9 µM; 1.7% of 300,000 active; AID 504408, 2011;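 active = mean replicate activation of at least 50% with a set share of replicates each reaching 50%; inconclusive = only one of those two conditions met; inactive = mean below 50% and too few replicates reaching it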;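 note: 0% = median of the neutral control wells and 100% = twice that signal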
# HDAC3 inh – HDAC3 deacetylase inhibitors, primary screen, biochemical, fluorescence, cell-free homogeneous | inhibition, % at 8.3 µM | recombinant HDAC3, fluorogenic peptide/trypsin coupled | 0.15% of 320,000 active | AID 2718, 2010 | Histone deacetylase 3 (Homo sapiens), O15379; in the data active = inhibition above about 26%, passing the limit was not always enough; inconclusive = no clear call, values can overlap the other calls
# Target sequence (O15379 whole entry, looked up): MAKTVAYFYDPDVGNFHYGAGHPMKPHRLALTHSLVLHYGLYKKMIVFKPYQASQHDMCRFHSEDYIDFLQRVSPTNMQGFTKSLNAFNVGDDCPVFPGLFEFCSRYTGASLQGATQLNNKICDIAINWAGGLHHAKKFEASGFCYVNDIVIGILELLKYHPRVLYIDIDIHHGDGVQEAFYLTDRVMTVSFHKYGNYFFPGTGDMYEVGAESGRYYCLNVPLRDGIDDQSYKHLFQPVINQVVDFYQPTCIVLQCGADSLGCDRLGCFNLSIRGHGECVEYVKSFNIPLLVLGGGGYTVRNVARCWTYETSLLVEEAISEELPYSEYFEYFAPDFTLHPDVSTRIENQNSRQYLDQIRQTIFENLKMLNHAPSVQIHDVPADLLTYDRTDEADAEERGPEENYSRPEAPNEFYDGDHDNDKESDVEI
# HSP90 inh – HSP90 inhibitors, primary screen, cell lysate, luminescence; Heat shock protein HSP 90 (rabbit reticulocyte lysate; luciferase refolding); Rabbit reticulocyte lysate, luciferase refolding luminescence, 3 h; inhibition, % at 5.6 µM; 0.91% of 290,000 active;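 active = inhibition above the screen-wide mean plus 3 SD, computed separately per campaign, cut at about 16% in these data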;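 note: 0% = DMSO wells and 100% = 60 µM geldanamycin wells; inhibitors lower the luminescence because luciferase stays unfolded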
# HIF activator – HIF pathway transcriptional activators, primary screen, cell-based, U2OS HRE-luciferase, luminescence | U2OS HRE-luciferase reporter; normalized: DMSO 0%, desferrioxamine 100% | 0.32% of 300,000 active | AID 1910, 2009 | activation, % at 7.5 µM (by protocol);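 active = mean activation of at least 10% of the iron chelator positive control signal, with at least half of replicates also reaching 10%; inconclusive = mean and replicate majority disagree about reaching 10%; inactive = mean and most replicates under 10%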
# * marks the source's active call; other numbers are inactive results; ? = inconclusive; · = no result given.
SMILES,KLF5 inh,IEC-6 cytotox,Platelet DG rel,aSyn 5UTR inh,AI-2 QS mod,HSF1 inh,HSF-1 act,HDAC3 inh,HSP90 inh,HIF activator
CC1=Nc2cc(C(=O)N3CCCC3)ccc2Sc2c(C)ccc(C)c21,25,-2,14,8,·,43,?,3,-4,-0.3
CCOC(=O)C1CCCN(CC(=O)Nc2c(C(=O)OC)[nH]c3ccc(Cl)cc23)C1 (stereo unspecified),-16,2,2,16,10,12,13,-6,13,-0.1
CCOc1ccc(CC(=O)Nc2cccc(-c3ccc4nnc(C)n4n3)c2)cc1,-17,5,-1,-11,28,·,·,3,2,·
CCOc1cc2[nH]c(=S)n(CCCOC)c(=O)c2cc1OCC,-8,12,-1,-1,-1,3,0,-4,2,-0.3
Cc1ccc(C(C(=O)NC2CCCCC2)N(C(=O)Cc2c[nH]c3ccccc23)c2ccccc2C)o1 (stereo unspecified),12,-4,18,-40,26,12,31,-3,-4,0.1
CCOC(=O)c1ccc(Nc2nnc3nc(C)cc(C)n23)cc1,-10,-2,-1,7,-13,4,16,-5,2,-0.3
CCOC(=O)C1=C(C)NC(SC)=NC1c1ccc(OC)cc1 (stereo unspecified),-2,5,3,1,41,1,0,5,-4,1.7
CCN1CCN(S(=O)(=O)c2cc(OC)c(Cl)cc2OC)CC1,-50,-3,-2,5,21,-1,4,-3,-3,0.3
COc1ccccc1NC(=O)CCC(=O)Nc1nnc(C(F)(F)F)s1,-39,0,1,19,29,-1,-8,-8,1,0.5
CC(C)CCN1CC(C(=O)NC(C)C)CC1=O (stereo unspecified),-28,-7,-4,-4,9,·,·,?,0,-0.2
C1CCC(n2nnnc2CN2CCN(C3CCCC3)CC2)CC1,-16,-3,-2,19,-4,0,-5,·,3,0.0
CCC(C)[C@@H](C(=O)NCC1CCC(C(=O)O)CC1)n1nnc2ccccc2c1=O (stereo partly specified),-6,-4,-6,15,91,3,7,-4,-1,-1.1
Cc1cccc(C(=O)OCC(=O)NCC(C)C)c1O,0,-2,1,-8,11,2,12,-7,2,0.0
CN(CC1CCCN(CCc2ccc(F)cc2)C1)C(=O)CCC(N)=O (stereo unspecified),-7,2,8,12,-10,-4,-2,1,-1,0.2
N#CC(C#N)=C(N)Nc1cccc(Cl)c1,0,0,2,24,18,1,10,0,6,0.1
Cc1cc(C)c2cc(C(c3nnnn3CC3CCCO3)N3CCN4CCCC4C3)c(=O)[nH]c2c1 (stereo unspecified),-9,4,0,-21,35,-8,6,-9,-1,0.1
O=C(NCCCNC(=O)c1cnccn1)c1ccc(Cl)cc1,-8,3,·,9,11,-5,-4,-4,2,-0.3
CN(C)CCOc1ccc(/C(=C(/CCCl)c2ccccc2)c2ccccc2)cc1,·,·,1,-44,2,14,-6,·,·,0.2
CCc1cc(=O)oc2cc(OCC(=O)NCCN3CCOCC3)c(Cl)cc12,3,14,-8,8,15,-3,1,0,0,-0.5
Cn1cccc1C(=O)OCC(=O)NC1CCS(=O)(=O)C1 (stereo unspecified),-12,-1,3,-10,9,2,20,0,-1,-0.9
CCN(C(=O)c1c(N)cnn1C)c1ccccc1,-10,-2,6,1,4,7,6,-4,3,-0.6
Cc1cc(NC(=O)CCC(=O)N(Cc2ccco2)C2(C(=O)NC3CCCC3)CCCCC2)no1,-8,-2,2,5,14,-3,3,3,0,-0.4
COc1ccccc1NC(=O)CN1CCN(S(=O)(=O)c2ccc(Br)cc2)CC1,-31,1,-1,7,29,4,1,·,0,0.2
Cc1ccc(CN2CCN(Cc3nc4ccccc4nc3C)CC2CCO)cc1 (stereo unspecified),1,1,-3,16,27,-8,-19,-1,1,0.0
COc1ccc(-c2csc(N(CCCN(C)C)C(=O)c3ccccc3C)n2)cc1,-33,0,12,-18,40,-3,-9,?,-1,-1.9
# (next part)
SMILES,KLF5 inh,IEC-6 cytotox,Platelet DG rel,aSyn 5UTR inh,AI-2 QS mod,HSF1 inh,HSF-1 act,HDAC3 inh,HSP90 inh,HIF activator
CC(=O)Oc1cccc(N2C(=O)c3ccc(C(=O)O)cc3C2=O)c1,-7,-2,23,-2,27,-5,-5,3,5,-0.2
CCOc1ccc(-c2cccc(NS(=O)(=O)c3cc([N+](=O)[O-])ccc3Cl)c2)nn1,·,·,-17,-2,23,1,5,·,·,-0.2
COC(=O)C1=C(C(=O)OC)[C@@H]2N(C)c3ccccc3[C@@]23C[C@@H](C(=O)OC)N(C(=O)C2CCC2)C3=N1,·,·,6,4,14,-4,14,14,·,-0.1
Cc1cc(NC(=O)c2ccccc2C)n(-c2cccc(F)c2)n1,-11,-2,2,5,0,0,-8,-3,3,-0.5
CC1=C(C(=O)OCC2CCCO2)C(c2coc3ccc(Cl)cc3c2=O)C2=C(CCCC2=O)N1 (stereo unspecified),4,-4,1,-25,12,2,2,?,-2,-0.3
C/C(=N\NC(=O)Cc1ccc(O)cc1)c1cccnc1,-36,1,-8,4,0,-3,5,7,-2,-0.3
CN1CCN(CC#CCn2c3ccccc3c3ccccc32)CC1,-14,14,0,-21,-14,-5,-1,7,3,0.0
O=C(CN(C(=O)CCC(=O)Nc1nccs1)c1ccccc1F)NCC1CCCO1 (stereo unspecified),-12,2,-15,-2,-2,-9,-2,-2,0,-0.1
CC(=O)c1ccc(OCC(=O)NCC(c2ccco2)N2CCCCC2)cc1 (stereo unspecified),-20,1,2,-8,17,-8,-9,0,0,-0.1
CCOc1ccccc1CNC(=O)C1CCCN(c2nnc(C)c3c(C)n(-c4ccccc4)nc23)C1 (stereo unspecified),-36,5,4,9,4,-22,-26,-6,0,-2.4
Nc1ccc(-c2sc(N)nc2-c2ccccc2)cc1,-6,4,0,47,4,0,4,-1,-4,-0.4
CCS(=O)(=O)c1ccc2c(c1)N(S(C)(=O)=O)CC(C(=O)NCc1ccccc1OC)O2 (stereo unspecified),-1,-1,-1,16,7,3,3,3,-3,0.4
CCCOc1ccc(/C(O)=C2\C(=O)C(=O)N(c3ccccn3)C2c2ccccc2F)cc1C (stereo unspecified),-10,-1,5,-5,34,2,17,2,-6,2.5
CCCCNC(=O)c1onc(CSc2ccc(Cl)cc2)c1C(=O)O,-15,-6,0,4,4,-5,-15,?,-4,-0.2
CNc1oc(C)nc1S(=O)(=O)c1ccc(C)cc1,-32,-5,-10,-14,28,4,21,0,0,-0.3
CN1CCN(NC(=O)CSc2ccc(Cl)cc2Cl)CC1,-38,-5,7,-8,19,6,10,6,-2,-0.1
CCc1ccc(NC(=O)Cn2cccc2)cc1,-36,5,0,-40,32,5,17,-4,0,0.3
O=C(COc1ccccc1)NNc1nc2c(F)cccc2s1,-31,3,0,-30,0,-1,-19,-2,0,-0.4
Cn1c(Cc2cccs2)nnc1SC/C=C/c1ccccc1,-18,-4,-9,9,15,11,19,-2,-2,0.0
CC(=O)N/C(=C/c1ccc2c(c1)OCO2)C(=O)NC(Cc1ccccc1)C(=O)O (stereo unspecified),·,·,-2,-8,7,-3,-5,6,·,0.3
O=C1[C@H]2[C@H](ON3CCCC[C@H]23)C(=O)N1c1cccc(C(F)(F)F)c1,-14,-2,-1,-18,30,3,0,5,-1,-0.2
O=C(Nc1ccccc1C(=O)N1CCOCC1)c1ccc(Cl)cc1,-24,-1,6,7,13,-4,-2,-4,-3,0.0
CCOC(=O)N1CCN(C(=S)NCCOC)CC1,-11,3,0,-2,18,-1,-15,-9,-2,-0.4
CCN(C(=O)COC(=O)/C=C/c1ccccc1[N+](=O)[O-])C1CCS(=O)(=O)C1 (stereo unspecified),-32,0,-5,-9,34,-10,8,4,0,-0.1
O=C(CS(=O)CC(=O)NC12CC3CC(CC(C3)C1)C2)Nc1ccc(F)cc1 (stereo unspecified),-23,-4,1,25,11,-2,8,12,-2,-0.2
# The list continues.
SMILES,KLF5 inh,IEC-6 cytotox,Platelet DG rel,aSyn 5UTR inh,AI-2 QS mod,HSF1 inh,HSF-1 act,HDAC3 inh,HSP90 inh,HIF activator
CCOc1cccc2cc(C(=O)N3CCc4ccccc43)c(=O)oc12,-9,-4,2,7,7,-1,0,-11,0,0.3
CC(=O)N1CCN(C(=S)NCCc2ccccc2)CC1,-35,5,0,-13,13,-1,-6,-1,-1,0.3
O=C1N/C(=C\c2ccc(O)cc2)C(O)=C1C=NCc1ccccc1,54,6,0,13,17,41,64*,-1,1,0.0
O=C(COC(=O)c1cc(-c2cccs2)nn1-c1ccccc1)Nc1cc([N+](=O)[O-])ccc1Cl,-17,1,-7,-5,3,-1,-7,1,-3,-0.4
COc1ccc(/C=N/NC(=O)c2ccc3c(c2)NC(=O)C(C)(C)O3)cc1OC,-17,-4,-3,10,29,-3,5,5,-5,-0.2
Cn1nnnc1SCC(=O)Nc1ccc2c(c1)OCCO2,-58,2,-9,-86,7,19,10,?,15,1.5
CSc1ccc(-c2nnn(Cc3ccccn3)n2)cc1,-100,-1,4,-146,-12,45,77*,4,-4,2.8
CCc1ccc(-c2cc(C(F)(F)F)n3nc(C(=O)Nc4cnn(Cc5ccccc5C)c4)cc3n2)s1,-41,-1,3,-3,15,-1,-15,0,-2,2.3
CCOC(=O)c1c(C)n(C)c2c(C)cc(O)c(OC(C)=O)c12,-14,-5,5,-34,19,-4,0,0,-1,-0.7
CC12CCC(C(=O)N(c3cccc(Cl)c3)C1=O)C2(C)C (stereo unspecified),-7,4,-8,16,21,-12,-5,0,3,0.4
Cc1ccccc1CSc1nnc(-c2ccncc2)o1,-36,-4,-2,-86,-37,11,20,1,-6,2.6
c1ccn2c(CNc3ncnc4sccc34)nnc2c1,-6,-1,-1,16,21,-5,-3,0,3,-0.6
O=C(CSc1nnc2scc(-c3ccccc3)n12)Nc1nsc(-c2ccccc2)n1,0,9,-2,13,26,11,2,-4,0,0.0
O=C(CN(c1ccc(Cl)cc1)S(=O)(=O)c1ccccc1)N1CCN(c2ccccc2)CC1,-16,-5,-2,-6,12,0,1,2,1,-0.1
CCn1nnnc1-c1ccc(OC)c(S(=O)(=O)NCc2ccccc2)c1,-18,-8,1,16,-8,5,4,5,-3,-0.6
CCCC1(CCC)NC(=O)N(CC(=O)Nc2cccc(OC)c2)C1=O,-7,-4,1,-12,?,-2,39,2,-2,-23
COc1cccc(-c2nc(SC)nc3sc(C(=O)NC(C)(C)C)c(N)c23)c1,·,·,5,9,25,21,38,14,·,-1.2
Cc1c(NC(=S)NC(NC(=O)CC(C)C)C(Cl)(Cl)Cl)c(=O)n(-c2ccccc2)n1C (stereo unspecified),-13,-10,19,-8,2,-2,4,2,-2,0.9
